BLM helicase inh – qHTS Assay for Inhibitors of Bloom's syndrome helicase (BLM). RecQ-like DNA helicase BLM (Homo sapiens), P54132. recombinant BLM DNA unwinding, fluorescence dequenching. Potency, µM (titrated, usually from 56.1 µM), inactives show at the top dose activity change, negative = inhibition, most hits filed as inhibitors. actives 0.2% (n = 350,000). AID 2528, 2010;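 note: potency is the fitted concentration of half-maximal effect; plate controls were vehicle for no effect and no enzyme for full effect; nearly all actives have a fitted effect of over 35% in size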
POLB inh – qHTS Assay for Inhibitors of DNA Polymerase Beta; Potency, µM (doses to about 114 µM), without a hit: at the highest dose activity change, negative = inhibition, hits mostly inhibitors; AID 485314, 2010; Pol beta primer extension/strand displacement, fluorescence kinetic; actives 1.3% (n = 340,000); note: potency is the fitted concentration of half-maximal effect; % is set by controls: 0 for no effect and ±100 for the full control effect
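Pol beta (10 nM) was preincubated with compound for 15 min at room temperature. The reaction was then started with 50 nM substrate and read immediately and after a further 10 min at room temperature.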
Pol iota inh – qHTS for Inhibitors of Polymerase Iota | Pol iota fluorescent replication assay, 10 min | Potency, µM (highest dose often 115 µM), for the others: top-dose activity, negative = inhibition, actives largely listed as inhibitors | actives 1% (n = 390,000) | AID 588590, 2011; note: potency is the fitted concentration of half-maximal effect
Target sequence (Q9UNA4 whole entry, looked up): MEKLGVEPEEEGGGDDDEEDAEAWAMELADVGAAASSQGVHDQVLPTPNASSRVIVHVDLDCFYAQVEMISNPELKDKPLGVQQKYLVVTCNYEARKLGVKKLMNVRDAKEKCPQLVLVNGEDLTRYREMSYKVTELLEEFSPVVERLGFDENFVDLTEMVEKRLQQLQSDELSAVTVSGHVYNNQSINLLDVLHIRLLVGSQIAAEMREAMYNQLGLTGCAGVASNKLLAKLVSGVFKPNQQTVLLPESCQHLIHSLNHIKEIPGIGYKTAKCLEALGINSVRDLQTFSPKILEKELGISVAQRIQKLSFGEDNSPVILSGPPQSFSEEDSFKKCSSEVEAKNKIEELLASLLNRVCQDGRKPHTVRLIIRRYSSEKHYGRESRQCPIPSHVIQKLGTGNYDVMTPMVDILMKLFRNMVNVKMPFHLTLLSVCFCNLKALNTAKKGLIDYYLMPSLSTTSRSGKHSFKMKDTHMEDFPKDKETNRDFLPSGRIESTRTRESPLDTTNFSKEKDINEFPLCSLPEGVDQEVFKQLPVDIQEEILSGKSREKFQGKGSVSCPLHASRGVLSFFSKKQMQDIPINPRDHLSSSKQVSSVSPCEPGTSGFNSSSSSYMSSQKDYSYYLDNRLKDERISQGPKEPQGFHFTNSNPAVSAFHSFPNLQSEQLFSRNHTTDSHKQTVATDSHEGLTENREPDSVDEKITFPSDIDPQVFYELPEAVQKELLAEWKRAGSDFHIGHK
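Pol iota at 10 nM preincubated 15 min with compounds at room temperature; reaction started with fluorescent substrate, 50 nM final. Fluorescence read kinetically at 0 and 10 min; buffer-only wells as negative control.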
APEX1 inh – qHTS Assay for Inhibitors of the Human Apurinic/apyrimidinic Endonuclease 1 (APE1). actives 0.35% (n = 350,000). AID 2517, 2012. recombinant APE1, TAMRA/BHQ-2 abasic DNA cleavage fluorescence. Potency, µM (highest dose often 65.8 µM), for inactives: at the top dose activity change, negative = inhibition, most hits filed as inhibitors;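 note: potency is the fitted concentration of half-maximal effect; plate controls were vehicle for no effect and reference inhibitor for full effect; nearly all actives have a fitted effect of over 55% in size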
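Compound pre-exposure to 0.75 nM APE1, 15 min at ambient temperature. Reaction initiated with 50 nM TAMRA/BHQ-2 THF substrate, read immediately in kinetic mode, 525 nm excitation, 598 nm emission.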
Pol kappa inh – qHTS for Inhibitors of Polymerase Kappa; DNA polymerase kappa (Homo sapiens), Q9UBT6; purified Pol kappa, fluorescent DNA synthesis assay, 10 min; Potency, µM (top dose mostly 107 µM), for the others: at the highest dose activity, negative = inhibition, most hits filed as inhibitors; actives 0.53% (n = 400,000); note: potency is the fitted concentration of half-maximal effect; % is set by controls: 0 for no effect and ±100 for the full control effect
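10 nM Pol kappa was preincubated with compounds for 15 min at room temperature. Reaction started with 50 nM (final) substrate. Fluorescence read kinetically at 0 and 10 min.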
Anesthetic bind – qHTS Assay for Identification of Novel General Anesthetics; apoferritin/1-aminoanthracene competitive binding, fluorescence; Potency, µM (titrated, usually from 77.5 µM), inactives show at the highest dose activity change, negative = displacement, most hits filed as inhibitors; actives 0.074% (n = 350,000); AID 485281, 2010; note: potency is the fitted concentration of half-maximal effect; % is set by controls: 0 for no effect and ±100 for the full control effect; nearly all actives have a fitted effect of over 20% in size
Target sequence (P02791 2-175 limits assumed): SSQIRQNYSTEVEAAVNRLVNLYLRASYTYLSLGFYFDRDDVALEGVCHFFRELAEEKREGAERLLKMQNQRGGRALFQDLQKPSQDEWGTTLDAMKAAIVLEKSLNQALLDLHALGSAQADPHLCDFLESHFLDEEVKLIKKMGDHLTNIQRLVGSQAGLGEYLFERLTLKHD
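Read-out: endpoint 1-AMA fluorescence, excitation 380 nm and emission 535 nm, after compounds sit 10 min at room temperature with 10 uM horse-spleen apoferritin in 50% saturated 1-AMA/PBS. Values come from four-parameter Hill fits.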
LDHA block – qHTS assay for inhibitors of human lactate dehydrogenase. purified LDHA, NADH/diaphorase-resazurin fluorescence; stronger effect = lower value. L-lactate dehydrogenase A chain (Homo sapiens), P00338. activity change, % (values are at about 110 or 230 µM). actives 0.15% (n = 480,000). AID 1347041, 2019; in the data active = activity change below about -30%; inconclusive = mostly about -25% to -30%;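 note: plate controls were DMSO wells for no effect and wells without enzyme for full effect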
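Human LDH5 at 2 nM final in Tris HCl pH 7.4 with 0.06 mM NADH and 0.2 mM pyruvate, reacted 5 minutes at room temperature. Remaining NADH coupled via diaphorase/resazurin; resorufin fluorescence read at 0 and 20 minutes, normalized to enzyme-free and DMSO wells.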
Glioma ERSR ind – qHTS for Inducers of the Endoplasmic Reticulum Stress Response (ERSR) in Human Glioma: qHTS; U87-MG GRP78 promoter luciferase reporter, 16 h; Potency, µM, for the others: at the highest dose activation, hits mostly activators; actives 0.02% (n = 420,000); note: potency is the fitted concentration of half-maximal effect; series mostly up to about 76 µM; % of control where 0% means no effect; nearly all actives have a fitted effect of over 35% in size
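Stably transfected U87-MG human glioma cells carrying a GRP78-based luminescent sensor were seeded at 1000 cells/well, pin-dosed with compounds and incubated 16 h. Luciferase reagent was then added, and end-point luminescence was read after 10 min at room temperature.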
Pol eta inh – qHTS for Inhibitors of Polymerase Eta. Potency, µM (highest dose often 114 µM), inactives show at the highest dose activity change, negative = inhibition, hits mostly inhibitors. recombinant Pol eta, fluorescent DNA replication assay. AID 588591, 2011. actives 1.2% (n = 390,000). DNA polymerase eta (Homo sapiens), Q9Y253; note: potency is the fitted concentration of half-maximal effect; % is set by controls: 0 for no effect and ±100 for the full control effect
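Pol eta at 10 nM preincubated with compounds 15 min at room temperature; reaction started with fluorescent substrate (50 nM final) and read kinetically at 0 and 10 min.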
* hit, by the source's call; u = inconclusive; x = not tested or not shown; & = joins results of further samples; [ ] = dose if it differs, or a comment. Unless noted, calls come from the whole dose curve; as a rule, active = well fitted curve in the direction sought with a large enough effect; inconclusive = small, poorly fitted or top-dose-only effect, or another doubt; inactive = no such curve, though single readings can be large; an effect the other way counts as inactive or inconclusive.

SMILES	BLM helicase inh	POLB inh	Pol iota inh	APEX1 inh	Pol kappa inh	Anesthetic bind	LDHA block	Glioma ERSR ind	Pol eta inh
COc1ccc(S(=O)(=O)N(CC(=O)O)c2ccccc2)cc1	1%	15%	100µM*	-1%	-24%	-3%	-2	1%	-6%
CC(=O)c1sc2c(c1OC(=O)c1ccc(Cl)cc1Cl)c(=O)n(-c1ccccc1)c(=S)n2-c1ccccc1	-7%	-1%	-6%	-4%	-3%	7%	-2	-8%	1%
COc1ccc(N=C2S/C(=C\c3cccs3)C(=O)N2CC(C)C)cc1	-3%	3%	7%	7%	-25%	-10%	-5	-4%	-18%
CCOc1ccc(-c2nn(CC(=O)NC3CCCC3)c3c2cnc2ccc(C)cc23)cc1	0%	-14%	8%	x	-12%	-1%	-4	-3%	-12%
Cc1nc(SCC(=O)c2ccc(F)cc2)n[nH]1	-1%	33%	21%	0%	-3%	-16%	-3&3&0	-3%	-17%
O=c1c2oc3ccccc3c2n(Cc2cccc(Cl)c2)c(=O)n1Cc1ccco1	-5%	2%	-5%	x	u	7%	-2	-1%	1%
Cc1ccc(C)c(NC(=O)Cn2nc(C)c3ccccc3c2=O)c1	0%	u	-1%	-5%	-4%	-9%	-6	0%	0%
O=C(Cn1c(=O)n(-c2ccccc2)c(=O)c2c3c(sc21)CCC3)c1ccc(F)cc1	-4%	18%	u	x	2%	-8%	-2	-1%	-1%
COC(=O)C1=C(C)NC2=C(C(=O)CC(C)(C)C2)C1c1cnn(C)c1C (stereo unspecified)	4%	29%	49%[activator]	3%	4%	73%[activator]	2	-4%	-1%
C=CCC[C@@H](Cc1ccc(F)cc1)C(=O)OC[C@@H]1CCCN1C(=O)[C@@H](CC=C)CC(=O)N(CCO)Cc1ccccc1	x	x	11%	-20%	-8%	x	5	10%	u
c1ccc(CN(CCN(Cc2ccccn2)Cc2ccccn2)Cc2ccccn2)nc1	x	x	x	8%	5%[19.4 µM]	-2%	x	u	x
O=c1cc(COc2ccccc2Cl)nc2scc(-c3ccccc3)n12	-13%	-21%	u	x	u	-3%	0	0%	u
Cc1ccc(-c2csc(N3C(=N)SCC3=O)n2)cc1	1%	11%	46%[activator]	-1%	9%	0%	-5	6%	-3%
O=C(O)/C=C\c1cc2c(cc1[N+](=O)[O-])OCO2	1%	7%	31%[activator]	5%	7%	-2%	2	-1%	-18%
COc1ccccc1OC(C)C(=O)Nc1ccc(-c2nc3ccccc3s2)cc1 (stereo unspecified)	-3%	-10%	26%	x	1%	-6%	1	0%	-18%
COc1ccc2c(c1)OC[C@H]1[C@H]2N2C(=O)CN(CC3CCCO3)C(=O)[C@@]2(C)[C@H]1c1ccccc1 (stereo partly specified)	x	x	15%	-1%	-9%	x	-6	-4%	-12%
CCCOc1cccc(C2/C(=C(/O)c3ccc(OC)cc3)C(=O)C(=O)N2CCN(C)C)c1 (stereo unspecified)	2%	3%	5%	-5%	2%	-15%	1	-3%	1%
COC(=O)CN1C(=O)C(C)(C)Oc2ccc(C(=O)Nc3ccccc3F)cc21	-4%	u	u	37%	-2%	-1%	-3	-2%	0%
COc1ccccc1NC(=S)N1CCCCCC1	0%	29%	-20%	20%	5%	-12%	1	-6%	-9%
Cc1[nH]n(-c2ccccc2)c(=O)c1C(c1cccc([N+](=O)[O-])c1)c1c(C)[nH]n(-c2ccccc2)c1=O	-1%	22%	u	-2%	-12%	7%	2	-2%	-5%
COc1ccc(CC(=O)Nc2ccc(S(=O)(=O)N3CCCCC3)cc2)cc1OC	-6%	4%	33%[activator]	37%	-17%	u	2&15	-4%	3%
Cc1nc(-c2ccccc2)sc1C1(C)CC(c2cccc(F)c2)=NO1 (stereo unspecified)	x	x	14%	x	-2%	x	-6	-1%	5%
Cc1ccc(S(=O)(=O)NCC(=O)N2CCCCC2)cc1	3%	4%	-10%	-7%	19%	-6%	-1	-3%	-7%
O=C(O)CNC(=O)CC12CC3CC(CC(C3)C1)C2	0%	9%	7%	-2%	-10%	8%	-10	-4%	-14%
NNC(=O)Cc1csc(-c2ccccc2)n1	-2%	-22%	29%	-4%	2%	u	0	-5%	-13%
COc1ccccc1C(CNC(=O)c1ccc(NS(=O)(=O)c2ccc(F)c(C)c2)cc1)N(C)C (stereo unspecified)	1%	0%	u	48%	-1%	-13%	-1	-7%	-17%
Cc1cccc(C)c1OCC(=O)NCc1nnc(SCC(=O)NC2CCCCC2)n1C	1%	12%	7%	-10%	-19%	-7%	-2	-3%	-11%
Cc1ccc(NC(=O)CN2C(=O)c3ccccc3Sc3ccc(C(=O)N4CCOCC4)cc32)cc1C	-4%	-23%	-22%	x	-7%[60.1 µM]	-10%	-4	-1%	u
CC(=O)c1c(OC(=O)c2ccco2)c2ccccc2n1C	0%	-2%	31%[activator]	-2%	-16%	-3%	-3	-1%	-17%
CC1CC(C)CN(C(=O)COC(=O)c2ccc([N+](=O)[O-])o2)C1 (stereo unspecified)	x	x	u	-40%	-23%	x	2	0%	89µM*
Cc1ccn2c(NCc3ccc4c(c3)OCO4)c(-c3ccc(O)cc3)nc2c1	-4%	10%	17%	-10%	-4%	-7%	-10	-5%	1%
CCc1ccc(C(=O)CN(C#N)c2nc(C)cc(C)n2)cc1	3%	0%	13%	1%	-2%	u	-5	-13%	-19%
COc1ccc(CCCCCCOCc2ccccc2)cc1	x	x	24%	-13%	-12%	x	-2	-5%	-6%
O=C(Nc1ccccc1)c1ccccc1CSc1ccccc1	x	x	-14%	11%	5%	x	-4	-1%	-9%
Cc1ccc(S(=O)(=O)n2nccc2-c2c(-c3ccc(Cl)cc3)noc2C)cc1	-10%	24%	11%	15%	-6%	-7%	-5	-6%	-14%
COc1ccc(S(=O)(=O)N2CCCC2CNC(=O)C(=O)Nc2ccc(C)cc2)cc1 (stereo unspecified)	x	x	-22%	13%	-6%	x	3	-2%	-10%
O=c1c2ccccc2[nH]c(=S)n1Cc1cccs1	-6%	25%	78%[activator]	-9%	-10%	-15%	-10	2%	-21%
O=C(NCc1cccnc1)/C(=C\c1ccc(-c2ccc(Cl)c(Cl)c2)o1)S(=O)(=O)c1ccccc1	-11%	1%	u	8%	-1%	-1%	-6	-13%	-7%
O=C(O)c1ccc2c(=O)n3c(nc2c1)/C(=C/c1cccc(O)c1)CC3	1%	2%	36%	-5%	-7%	5%	-3	-1%	-13%
COc1ccc(CNCc2ccc([N+](=O)[O-])cc2)cc1OC	2%	-27%	32%[activator]	34%	0%	-12%	-15	1%	-19%
C=CCN(C(C(=O)OC)C(C)C)S(=O)(=O)CCNCc1ccccc1 (stereo unspecified)	x	x	13%&32%	x	-3%&-2%	x	0	-1%&-2%	-9%
CC(=O)c1ccc(N2CCN(C(=O)C3CCN(S(=O)(=O)c4cn(C)cn4)CC3)CC2)cc1	2%	-1%	-17%	x	-1%[60.1 µM]	12%	-2	-2%	1%
COc1ccc(S(=O)(=O)N2CCN(C)CC2)cc1NC(=O)c1ccccc1F	1%	-20%	26%	14%	-7%	-8%	-7	-2%	1%
O=C(c1ccc(F)cc1)N1CCN(C2CCCCC2)CC1	-4%	-1%	14%	35%	-6%	-3%	-21	-3%	2%
CCCS(=O)(=O)N1CCN(C(=O)c2cccs2)CC1	1%	-1%	19%	-1%	-6%	0%	-3	-4%	-14%

Of the compounds above, 3 have an aryl thioether with sulfur outside any ring.
SMILES	BLM helicase inh	POLB inh	Pol iota inh	APEX1 inh	Pol kappa inh	Anesthetic bind	LDHA block	Glioma ERSR ind	Pol eta inh
Cc1nc(SCC(=O)c2ccc(F)cc2)n[nH]1	-1%	33%	21%	0%	-3%	-16%	-3&3&0	-3%	-17%
Cc1cccc(C)c1OCC(=O)NCc1nnc(SCC(=O)NC2CCCCC2)n1C	1%	12%	7%	-10%	-19%	-7%	-2	-3%	-11%
O=C(Nc1ccccc1)c1ccccc1CSc1ccccc1	x	x	-14%	11%	5%	x	-4	-1%	-9%

(further entries)
SMILES	BLM helicase inh	POLB inh	Pol iota inh	APEX1 inh	Pol kappa inh	Anesthetic bind	LDHA block	Glioma ERSR ind	Pol eta inh
O=C(COc1ccc(/C=N/NC(=O)CSCc2ccc([N+](=O)[O-])cc2)cc1)NCc1ccco1	-3%	9%	11%	9%	-14%	-21%	-6	2%	-14%
CCn1cnc2c(Nc3cc(F)cc(F)c3)nc(C#N)nc21	x	x	12%	42%	15%	x	2&3	4%	-9%
C(=C\c1ccccc1)/C=N/N1CCN(Cc2ccccc2)CC1	-7%	7%	33%[activator]	-4%	5%	-18%	-3	2%	-19%
COc1cc(C(=O)Nc2ccc3nc4n(c(=O)c3c2)CCCCC4)cc(OC)c1OC	2%&2%	14%&4%	35%&23%	22%	5%&2%	-11%&-9%	-2&0	-5%&-1%	-15%&-8%
CCN(C(=O)CSc1ncn[nH]1)C1CCCCC1	-1%	4%	15%	4%	-2%	u	4	1%	-10%
CCOC(=O)C1CC(=O)c2ccccc2C1c1ccccc1 (stereo unspecified)	x	x	16%	x	-21%	x	-3	-2%	-6%
COc1ccc(CNC(=O)CN(C(=O)c2csnn2)c2ccc3c(c2)OCCO3)cc1	-4%	5%	31%	24%	-1%	6%	-3	2%	-20%
O=C(Cn1nnc(-c2cccc(C(F)(F)F)c2)n1)N1CCOCC1	-2%	2%	22%	1%	-11%	-12%	-15	-2%	2%
CCOc1ccc(NC(=O)Cn2cc(C(=O)c3ccc(OCC)cc3)c(=O)c3cc4c(cc32)OCCO4)cc1	u	u	u	x	2%	0%	-11	2%	u
COc1cccc2cc(-c3nnc(Nc4ccccc4C)s3)c(=O)oc12	-11%	u	29%	x	-4%[60.1 µM]	-5%	-5	5%	-9%

A portion of the library, so the mix of outcomes need not match the whole.
